Source: PubChem BioAssay (The Scripps Research Institute Molecular Screening Center)
V1aR counter – activates human V1a receptor in oxytocin agonist counter-screen; activation, % at 3 µM; CHO-V1R cells, Fluo-8 calcium fluorescence, agonist mode; 0% DMSO, 100% 3 nM vasopressin; 320,000 compounds, 0.25% hits; P37288;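 active means activation above the mean activation of all tested compounds plus 3 SD, per screening run, cut at about 20% in these data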;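 further: signal is peak over basal fluorescence ratio across a 100 second FLIPR read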
TAAR1 antagonist – human TAAR1 antagonism | Q96RJ0 | CHO RD-HGA16 TAAR1, Fluo-8 calcium fluorescence, antagonist | inhibition, % at 3 µM | 360,000 compounds, 1.5% hits | AID 624466;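 active means inhibition above a per-plate cutoff, the mean inhibition of test compounds on that plate plus 3 SD, cut at about 49% in these data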;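 further: 0% = DMSO plus EC80 beta-PEA response and 100% = DMSO alone without agonist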
Target sequence (Q96RJ0 whole entry, looked up): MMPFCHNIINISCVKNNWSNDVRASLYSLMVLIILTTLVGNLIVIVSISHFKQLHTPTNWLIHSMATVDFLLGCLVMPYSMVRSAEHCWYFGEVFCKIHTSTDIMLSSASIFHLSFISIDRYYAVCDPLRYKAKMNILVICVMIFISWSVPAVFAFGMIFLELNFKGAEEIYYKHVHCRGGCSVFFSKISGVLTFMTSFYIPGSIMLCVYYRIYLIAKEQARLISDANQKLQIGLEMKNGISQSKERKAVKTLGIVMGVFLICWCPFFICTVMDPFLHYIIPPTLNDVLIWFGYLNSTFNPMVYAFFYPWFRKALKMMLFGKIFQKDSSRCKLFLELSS
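Test system – hTAAR1-expressing CHO RD-HGA16 cells, Gα16-coupled · Also added – β-PEA at EC80 concentration, post-compound challenge · Compound – 3 µM, single point · Incubation – dye loading 75 min at 37 °C, then 30 min room temperature · Measured by – Fluo-8 intracellular calcium dye fluorescence, real-time kinetic reads · Benchmarks – vehicle and agonist controls · Replicates – singlicate, one well per test compound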
M1 ag parental – nonselective activator or artifact in parental CHO-K1 cells. Fluo-8 calcium fluorescence; scaled to maximal ATP response, vehicle zero. activation, % at 3 µM. 360,000 compounds, 0.48% hits; in the data active means activation above about 15%;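 further: untransfected CHO-K1 host cells lacking M1 receptor as counterscreen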
CHO-K1 Ca PAM – counter-screen for M1 PAMs: effect in parental CHO-K1 cells; ATP EC20, Fluo-8 calcium fluorescence; 0% at ATP EC20, 100% at ATP max; activation, % at 3 µM; 360,000 compounds, 0.02% hits; AID 602247;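 active means activation above the run cutoff, the mean activation of all test compounds plus 3 SD, cut at about 40% in these data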;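 further: peak over basal fluorescence ratio in a 140 s read after ATP addition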
TAAR1 ag – agonists of human TAAR1; CHO RD-HGA16 TAAR1, Fluo-8 calcium fluorescence; vehicle wells 0%, saturating PEA agonist 100%; activation, % at 3 µM; 360,000 compounds, 0.99% hits;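 active means activation above the mean activation of all test compounds in the run plus 3 SD, cut at about 38% in these data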
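System: CHO-derived RD-HGA16 cells with stable Gα16 and human TAAR1 / Times: 17-24 h plating, Fluo-8 75 min 37 °C, 30 min RT / Technique: calcium-sensitive Fluo-8 signal, excitation 470-495, emission 515-575 nm / Measure: % activation relative to PEA EC100 response / Benchmarks: DMSO and PEA EC100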
CHRM1 agonist – activates human CHRM1 receptor; P11229; CHO-K1 hM1, Fluo-8 calcium fluorescence, agonist mode; 0% DMSO, 100% acetylcholine EC100; activation, % at 3 µM; 360,000 compounds, 0.33% hits;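 active means activation above the run's mean compound activation plus 3 SD, cut at about 16% in these data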;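 further: peak over basal fluorescence ratio within a 140 s kinetic read after compound addition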
OXTR potentiator – potentiates the human oxytocin receptor response. AID 2445. CHO-OTR cells, Fluo-8 calcium fluorescence, potentiator mode; 0% = oxytocin EC15, 100% = EC100. 320,000 compounds, 0.061% hits. activation, % at 3 µM;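 active means activation above that plate's cutoff, the mean activation of tested compounds plus 3 SD, cut at about 6.6% in these data, passing the limit was not always enough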;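 further: 100% uses oxytocin at 75 nM as the full agonist control; some results filed as inactive read as strong as hits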
Target sequence (P30559 whole entry, looked up): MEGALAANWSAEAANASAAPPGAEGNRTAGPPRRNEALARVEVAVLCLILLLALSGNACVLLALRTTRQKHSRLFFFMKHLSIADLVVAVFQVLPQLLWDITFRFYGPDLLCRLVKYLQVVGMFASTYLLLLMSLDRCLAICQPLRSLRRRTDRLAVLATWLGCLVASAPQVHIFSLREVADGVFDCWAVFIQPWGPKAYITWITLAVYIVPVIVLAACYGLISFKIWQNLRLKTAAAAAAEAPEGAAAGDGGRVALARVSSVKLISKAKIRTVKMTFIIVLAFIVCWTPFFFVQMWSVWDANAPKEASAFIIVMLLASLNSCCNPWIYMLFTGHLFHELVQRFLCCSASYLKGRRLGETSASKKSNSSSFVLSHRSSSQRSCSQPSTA
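Assay system: CHO cell line stably expressing human OTR | Also added: Oxytocin at about EC15, sub-maximal agonist stimulus | Times: Compound 6 min at room temperature before oxytocin, 100 s read | Measured by: Fluo-8 intracellular calcium fluorescence, ex 470-495, em 515-575 nm | Controls: EC15 oxytocin alone as 0%, 75 nM oxytocin as 100%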
CHO-K1 Ca antag – M1 antagonist counterscreen hit in parental CHO-K1 cells. 360,000 compounds, 0.6% hits. ATP-induced calcium, Fluo-8 fluorescence. inhibition, % at 3 µM;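 active means inhibition above a per-plate cutoff, the plate's mean sample inhibition plus 3 SD, cut at about 24% in these data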;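 further: 0% = DMSO plus EC80 ATP and 100% = DMSO alone without ATP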
CHO parental Ca – signal in parental CHO cells, OX1R antagonist counter-screen; inhibition, % at 5.6 µM; parental CHO-K1, ATP-induced calcium, Fluo-8 fluorescence; 330,000 compounds, 0.63% hits;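 active means inhibition above that plate's mean sample inhibition plus 3 SD, cut at about 26% in these data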;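 further: 0% = ATP-challenged DMSO wells and 100% = DMSO wells without ATP; some compounds past the cut are filed as inactive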
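Material – parental CHO cells · Reagent – ATP stimulus · Compound – single nominal dose of 5.6 µM per compound · Detection – Fluo-8 fluorescence · Read-out basis – percent inhibition of calcium signal · Controls – ATP-challenged DMSO wells low, unchallenged DMSO wells high · Repeats – no replicates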
* = called active by the depositor; x = not tested or not shown. An unsorted share of the library. About 3.3% of those tested had a hit in this group.

[1] Cc1ccc(C2(C)NC(=O)N(CC(=O)Nc3ccc(N4CCOCC4)cc3N3CCOCC3)C2=O)cc1 (configuration not stated)
[2] CC(C)(C)OC(=O)NCCCCCNC(=O)c1[nH]cnc1C(=O)Nc1nccs1
[3] CCOC(=O)C1C(=O)C=C(c2ccc(Br)cc2)CC1c1ccco1 (configuration not stated)
[4] N#Cc1cccc2cnccc12
[5] COc1ccsc1NC(=O)OCc1ccc(Cl)cc1
[6] CCOn1c(=O)c(-c2ccc(F)cc2)[n+]([O-])c2ccccc21
assay / compound	1	2	3	4	5	6
V1aR counter	1.3	0.3	1.0	1.0	0.4	x
TAAR1 antagonist	-6	39	32	-26	3	-15
M1 ag parental	2.6	2.2	0.9	-0.1	0.9	1.3
CHO-K1 Ca PAM	3	12	13	0	9	5
TAAR1 ag	4	16	8	6	0	7
CHRM1 agonist	-2	-5	-1	-3	-2	5
OXTR potentiator	7	4	-20	-6	-4	x
CHO-K1 Ca antag	-11	-10	10	16	-9	-15
CHO parental Ca	-11	-13	-26	-8	-12	x

3 entries from above, with values under each structure:
Values run as follows: V1aR counter | TAAR1 antagonist | M1 ag parental | CHO-K1 Ca PAM | TAAR1 ag | CHRM1 agonist | OXTR potentiator | CHO-K1 Ca antag | CHO parental Ca
4) N#Cc1cccc2cnccc12
    1.0 | -26 | -0.1 | 0 | 6 | -3 | -6 | 16 | -8
5) COc1ccsc1NC(=O)OCc1ccc(Cl)cc1
    0.4 | 3 | 0.9 | 9 | 0 | -2 | -4 | -9 | -12
6) CCOn1c(=O)c(-c2ccc(F)cc2)[n+]([O-])c2ccccc21
    x | -15 | 1.3 | 5 | 7 | 5 | x | -15 | x

More records:
[7] CC1CCC2(CC1)NC(=O)N(CC(=O)Nc1ccc(F)cc1)C2=O (configuration not stated)
[8] COc1cccc(Oc2ccc(C(F)(F)F)cc2NC(=O)c2cccc(F)c2)c1
[9] CC(C)(C)NS(=O)(=O)c1ccc(CCC(=O)Nc2ccc3c(c2)OCO3)cc1
[10] Cc1nn(-c2ccc(N3CCCCC3)nn2)c(C)c1CCC(=O)Nc1cccc(F)c1
[11] O=C(CN(c1ccc(Cl)c(C(F)(F)F)c1)S(=O)(=O)c1ccccc1)N1CCOCC1
[12] Cc1c(NC(=O)c2cnn3c2NC(c2ccc(Br)cc2)CC3C(F)(F)F)c(=O)n(-c2ccccc2)n1C (configuration not stated)
assay / compound	7	8	9	10	11	12
V1aR counter	-0.2	1.4	2.0	4.7	-0.8	-0.2
TAAR1 antagonist	-9	15	-8	27	-1	3
M1 ag parental	0.2	2.9	-0.2	5.2	-0.2	-0.2
CHO-K1 Ca PAM	-2	24	2	-9	13	14
TAAR1 ag	1	5	4	20	4	-2
CHRM1 agonist	-3	-8	1	-3	-4	-6
OXTR potentiator	-8	-13	-4	-5	-20	-19
CHO-K1 Ca antag	11	-17	1	-8	-9	-18
CHO parental Ca	-2	-21	-16	-18	-15	-19

[13] Cc1ccc(OC(=O)N(C)C[C@H]2OCc3cn(nn3)CCCC(=O)N([C@H](C)CO)C[C@@H]2C)cc1
[14] Cc1cccc(NC(=O)CN2CCN(C(=O)C3CCN(C(=O)/C=C/c4ccccc4)CC3)CC2)c1C
[15] Cc1nc(S(=O)(=O)N(C)Cc2ccccc2)c(C#N)c(C)c1Cl
[16] COc1ccc(OC)c(C2Nc3ccccc3NC3=C2C(=O)CC(C)(C)C3)c1 (configuration not stated)
[17] CCN1CCN(c2ccc(S(=O)(=O)N3CCOCC3)cc2NC(=O)/C=C/c2cccc(OC)c2OC)CC1
[18] OC(CN1CCOCC1)C12CC3CC(CC(C3)C1)C2 (configuration not stated)
assay / compound	13	14	15	16	17	18
V1aR counter	x	5.8	-1.1	1.1	0.4	0.5
TAAR1 antagonist	16	-14	12	0	-15	-17
M1 ag parental	0.2	5.9	0.1	1.6	0.5	0.5
CHO-K1 Ca PAM	15	-2	4	20	-15	-11
TAAR1 ag	0	4	3	10	2	1
CHRM1 agonist	-3	-1	-3	-2	-4	-8
OXTR potentiator	x	-7	-21	0	-11	-3
CHO-K1 Ca antag	-3	-8	0	-3	-3	12
CHO parental Ca	x	-9	-13	-4	-7	0

[19] Cc1cccc(OC(=O)c2cccnc2)c1C
[20] CCc1ccccc1N1CC23C=CC(O2)C(C(=O)OCC(C)C)C3C1=O (configuration not stated)
[21] O=C(c1ccccc1Cl)N1CCNCC1
[22] COc1ccc(NC(=O)c2cccs2)cc1
[23] CC(C)c1ccccc1NC(=O)C1CN(S(=O)(=O)c2ccccc2)CCN1S(=O)(=O)c1ccccc1 (configuration not stated)
[24] COc1ccccc1OCCNC(=O)c1cccc(S(=O)(=O)NCc2ccccc2)c1
assay / compound	19	20	21	22	23	24
V1aR counter	1.5	0.0	-0.4	0.5	0.1	7.7
TAAR1 antagonist	-3	1	-1	-12	18	29
M1 ag parental	0.3	0.1	1.1	0.5	1.5	9.8
CHO-K1 Ca PAM	13	8	-8	13	-6	-1
TAAR1 ag	-1	0	2	-3	-1	11
CHRM1 agonist	-5	-3	-4	-3	-8	3
OXTR potentiator	-9	6	-18	-3	-11	-10
CHO-K1 Ca antag	-6	0	18	-19	2	-10
CHO parental Ca	14	-13	-4	2	-26	-17

[25] CCOC(=O)/C=C/C(=O)Nc1ccc(S(=O)(=O)Nc2c(C)cc(C)cc2C)cc1
[26] COc1ccc(C2=NOC(CNC(=S)N3CCOCC3)C2)cc1 (configuration not stated)
[27] CCCN1CCN(C(=O)Cn2cnc3sc(C)c(S(=O)(=O)N4CCC(C)CC4)c3c2=O)CC1
[28] COc1ccc(OC)c(Nc2nc(-c3sc(C)nc3C)cs2)c1
[29] O=C(c1ccc(Oc2cc(Cl)cc(Cl)c2)o1)N1CCCCC1
[30] Cc1cc(N2CCN(C)CC2)nc2ccc(NC(=O)CCC(=O)NCCCOC(C)C)cc12
assay / compound	25	26	27	28	29	30
V1aR counter	5.0	0.1	0.5	-1.9	-0.2	0.4
TAAR1 antagonist	10	9	-2	16	0	-10
M1 ag parental	1.6	0.3	-0.3	0.1	0.2	0.2
CHO-K1 Ca PAM	14	-3	-19	8	5	4
TAAR1 ag	0	0	-1	-2	9	-1
CHRM1 agonist	-6	-3	-7	-4	-4	-3
OXTR potentiator	-14	-2	-2	-10	-17	-13
CHO-K1 Ca antag	3	-19	4	2	-12	-11
CHO parental Ca	-9	-12	-20	-13	-20	-3

[31] COc1ccc(-c2csc(NC(=O)CN3C(=O)C4CC=CCC4C3=O)n2)cc1 (configuration not stated)
[32] O=C(N[C@@H](Cc1ccccc1)C(=O)N1CCC2(CC1)NCCc1[nH]cnc12)c1cccc(F)c1
[33] Cc1ccc(NC2=NCC(=O)N2Cc2cccs2)cc1C
[34] O=C(O)C1Cc2ccccc2CN1C(=O)CCl (configuration not stated)
[35] FC(F)(F)c1cnc(Sc2ncn[nH]2)c(Cl)c1
[36] Cc1cc(C(=O)NCc2ccco2)c2cc(F)ccc2n1
assay / compound	31	32	33	34	35	36
V1aR counter	9.0	0.6	1.2	0.1	-0.8	-1.0
TAAR1 antagonist	18	3	15	-9	10	7
M1 ag parental	5.4	1.4	1.2	0.1	-0.1	0.6
CHO-K1 Ca PAM	-5	15	11	-10	12	2
TAAR1 ag	6	-1	1	9	5	1
CHRM1 agonist	10	-5	-8	-2	-6	-6
OXTR potentiator	-9	-7	1	-7	0	-3
CHO-K1 Ca antag	-9	-4	-14	5	-4	1
CHO parental Ca	-16	-2	-11	9	-10	-5

3 entries already listed, arranged by the value under OXTR potentiator, descending:
| cpd | Structure | TAAR1 antagonist | TAAR1 ag | CHRM1 agonist | OXTR potentiator |
| --- | --- | --- | --- | --- | --- |
| 35 | FC(F)(F)c1cnc(Sc2ncn[nH]2)c(Cl)c1 | 10 | 5 | -6 | 0 |
| 34 | O=C(O)C1Cc2ccccc2CN1C(=O)CCl (configuration not stated) | -9 | 9 | -2 | -7 |
| 31 | COc1ccc(-c2csc(NC(=O)CN3C(=O)C4CC=CCC4C3=O)n2)cc1 (configuration not stated) | 18 | 6 | 10 | -9 |

Continued:
[37] O=C(CC1C(=O)NCCN1CC(c1ccccc1)c1ccccc1)NCCc1cn[nH]c1 (configuration not stated)
[38] COc1ccc(S(=O)(=O)N2CCN(C(=O)c3oc4ccccc4c3C)CC2)cc1
[39] CCO[C@H]1OC(C(=O)NCc2nc3ccccc3[nH]2)=C[C@@H](C)[C@@H]1CCCO
[40] O=C(N=Nc1c(O)n(Cc2ccccc2)c2ccccc12)c1cc2ccccc2cc1O
[41] CCCn1c(N)c(C(=O)CSc2nnc(Cc3ccccc3)o2)c(=O)n(C)c1=O
[42] CC1C(=O)N2CCCc3cc(NC(=O)c4ccccc4C(F)(F)F)cc1c32 (configuration not stated)
[43] C#Cc1ccc([C@@H]2C=C(C(=O)N3CCOCC3)O[C@H](OCC)[C@H]2CCCO)cc1
[44] COc1cc(C=C2C(=O)c3ccccc3C2=O)cc(OC)c1
[45] CC1(C(=O)Nc2ccc3nc[nH]c3c2)CCN1C(=O)C/C=C/c1ccccc1 (configuration not stated)
assay / compound	37	38	39	40	41	42	43	44	45
V1aR counter	0.7	3.7	-0.1	-0.1	11	0.2	0.2	-0.7	x
TAAR1 antagonist	-12	4	5	7	8	11	2	19	-5
M1 ag parental	-0.5	6.4	-0.6	0.6	8.8	0.6	-0.2	0.9	1.2
CHO-K1 Ca PAM	2	12	-4	26	7	13	12	17	13
TAAR1 ag	15	0	0	0	14	0	6	9	4
CHRM1 agonist	-11	4	0	-3	1	-3	0	0	-1
OXTR potentiator	-4	-14	2	0	-23	-4	-18	-8	x
CHO-K1 Ca antag	2	-11	-5	-16	-1	-8	-5	-10	-16
CHO parental Ca	-16	-13	-14	5	-6	-34	0	-13	x
